PI4K2A block – inhibitors of human PI4K2A. purified PI4K2A, ADP-Glo luminescence, 1 h; stronger effect = lower value. activity change, negative = inhibition, % at 76.9 µM. 420,000 tested, 0.13% active; in the data active = activity change below about -50%; inconclusive = mostly about -30% to -49%;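 note: -100% = wells without enzyme as full effect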
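ADP-Glo luminescence measured ADP generated by PI4K2A enzyme (4 ug/mL before mixing) with 1.2 mM PI substrate (pre-mix) and 300 microM ATP (pre-mix). Tris pH7.5 buffer with MgCl2, Triton X-100; 1 h reaction at ambient temperature.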
TRHR ag – activates the human TRH receptor. P34981. TRHR cells, calcium flux fluo-8, FDSS agonist mode. activation, % at 2 µM. 360,000 tested, 0.18% active. AID 493084; in the data active = activation above about 30%; note: 0% is about no effect
Target sequence (P34981 whole entry, looked up): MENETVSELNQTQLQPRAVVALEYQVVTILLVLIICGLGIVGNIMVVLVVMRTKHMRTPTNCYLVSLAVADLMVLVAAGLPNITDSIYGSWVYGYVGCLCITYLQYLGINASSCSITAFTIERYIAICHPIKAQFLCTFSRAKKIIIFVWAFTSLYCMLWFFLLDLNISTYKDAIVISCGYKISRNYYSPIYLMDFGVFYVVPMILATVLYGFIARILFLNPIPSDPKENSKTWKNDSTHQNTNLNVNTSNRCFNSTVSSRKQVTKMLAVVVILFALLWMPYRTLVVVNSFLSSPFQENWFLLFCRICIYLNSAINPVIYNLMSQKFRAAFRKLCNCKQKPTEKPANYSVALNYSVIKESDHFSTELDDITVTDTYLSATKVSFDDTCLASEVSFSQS
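Read-out: compound-evoked intracellular calcium rise in TRHR cells, fluo-8 dye, kinetic FDSS fluorescence at 1 s/cycle following a 10-cycle baseline. Cells cultured overnight before dye loading (30 min–1.5 h, RT).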
TrxR1 substrate – is turned over as a substrate by rat TrxR1 | purified TrxR1 substrate turnover, NADPH consumption readout | Potency, µM (top dose mostly 114 µM), without a hit: top-dose activity change, negative = substrate turnover | 390,000 tested, 0.01% active | AID 588456; note: potency is the fitted concentration of half-maximal effect; % is set by controls: 0 for no effect and ±100 for the full control effect; nearly all actives have a fitted effect of over 50% in size
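Rat TrxR1, dispensed at 90 nM, was prereduced with 400 uM NADPH (final) for 5 min at ~22 deg C, then incubated with compound 15 min before 400 uM selenite. A first-read NADPH fluorescence drop versus no-compound background flagged substrates.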
rTrxR1 inhibitor – blocks rat thioredoxin reductase 1. O89049. recombinant rTrxR1, NADPH fluorescence consumption, selenite substrate. Potency, µM (top dose mostly 114 µM), for the others: top-dose activity change, negative = inhibition, actives largely listed as inhibitors. 390,000 tested, 1% active. AID 588453; note: potency is the fitted concentration of half-maximal effect; % is set by controls: 0 for no effect and ±100 for the full control effect; nearly all actives have a fitted effect of over 65% in size
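Rat TrxR1 (90 nM in the dispensed reagent) was pre-reduced with 400 uM NADPH for 5 min at room temperature, then incubated with compound for 15 min. After 400 uM selenite was added, NADPH fluorescence (Ex 340/Em 450 nm) was followed for 8 min.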
TRHR PAM – TRH receptor (human) allosteric enhancement; P34981; TRHR cells, fluo-8 calcium fluorescence, EC20 TRH enhancement; enhancement, % at 2 µM; 360,000 tested, 0.66% active; AID 493056; in the data active = enhancement above about 30%; note: 0% is about no effect
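Enhancer read-out: after compound pinning and an initial kinetic agonist-mode read, an EC20 of TRH (10 nM final) was injected and fluo-8 calcium signal (Ex 480/Em 530) followed at 1 s/cycle for 100 cycles in TRHR-expressing cells.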
USP1 inh – USP1/UAF1 (human) deubiquitinase inhibition. 390,000 tested, 0.23% active. recombinant USP1/UAF1, Ub-Rhodamine cleavage fluorescence. Potency, µM (titrated, usually from 57.1 µM), without a hit: top-dose activity change, negative = inhibition, most hits filed as inhibitors. AID 743255. O94782; note: potency is the fitted concentration of half-maximal effect; % is set by controls: 0 for no effect and ±100 for the full control effect; nearly all actives have a fitted effect of over 60% in size; inactives centre near -12
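USP1/UAF1 complex (1 nM) preincubated 15 min at room temperature with compound, then Ub-Rho substrate (150 nM final) added. Kinetic fluorescence at 480/540 nm over 6 reads at 60 s intervals; 50 mM HEPES pH 7.8, 0.5 mM EDTA, 0.1 mg/ml BSA, 1 mM TCEP, 0.01% Tween-20.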
D2 agonist – agonists of human D2 dopamine receptor | HEK293 T-REx D2 cells, calcium flux agonist mode | activation, % at 2 µM | 340,000 tested, 0.53% active | AID 485358;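 active = activation over 3 SD above normal in the single-dose calcium agonist read, cut at about 30% in these data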; note: 0% is about no effect
Target sequence (P14416 whole entry, looked up): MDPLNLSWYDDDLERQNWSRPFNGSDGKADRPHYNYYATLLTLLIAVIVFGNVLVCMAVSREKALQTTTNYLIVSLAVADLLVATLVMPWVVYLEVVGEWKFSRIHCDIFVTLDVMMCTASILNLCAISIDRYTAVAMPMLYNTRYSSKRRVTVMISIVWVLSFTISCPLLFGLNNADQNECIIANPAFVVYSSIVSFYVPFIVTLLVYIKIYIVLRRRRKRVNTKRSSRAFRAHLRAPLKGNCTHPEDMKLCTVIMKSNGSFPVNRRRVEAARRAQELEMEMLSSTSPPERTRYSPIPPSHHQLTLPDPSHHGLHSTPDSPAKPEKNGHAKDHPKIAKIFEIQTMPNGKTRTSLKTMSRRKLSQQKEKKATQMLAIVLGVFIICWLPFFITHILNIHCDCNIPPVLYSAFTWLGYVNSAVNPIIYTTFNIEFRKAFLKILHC
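Tetracycline-induced HEK293 Trex cells with D2 receptor force-coupled to calcium signaling, plated overnight at 30 C and loaded with no-wash calcium dye. Calcium flux read kinetically for 180 s after compound addition; responses flag agonists.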
mIDH1 inhibitor – blocks human mutant IDH1 R132H enzyme | IDH1-R132H enzyme, NADPH consumption, diaphorase/resazurin fluorescence | 390,000 tested, 0.093% active | O75874 | AID 602179 | Potency, µM (series often up to 76.6 µM), inactives show top-dose activity change, negative = inhibition, usual class: inhibitors; note: potency is the fitted concentration of half-maximal effect; % is set by controls: 0 for no effect and ±100 for the full control effect; nearly all actives have a fitted effect of over 65% in size
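IDH1-R132H (0.5 ug/mL dispensed) in pH 7.5 Tris buffer was preincubated 30 min with compound, then given a substrate mix of 0.016 mM NADPH and 2 mM alpha-KG for 80 min at room temperature; remaining NADPH was read by diaphorase/resazurin fluorescence.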
D2 antagonist – antagonizes the human D2 dopamine receptor; AID 485344; inhibition, % at 10 µM; P14416; 340,000 tested, 2% active; HEK293 TREx D2 cells, calcium flux, dopamine EC80; in the data active = inhibition above about 30%; note: 0% is about no effect
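Read-out: kinetic calcium fluorescence (1 cycle/s) in inducible HEK293 T-REx D2 cells after an EC80 dopamine addition that followed 180 s compound preincubation. Loss of the dopamine response indicates antagonism.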
* = called active by the depositor; ? = inconclusive; . = not tested or not shown; [ ] = dose if it differs, or a comment. Unless noted, calls come from the whole dose curve; as a rule, active = well fitted inhibition curve with a large enough effect; inconclusive = small, poorly fitted or top-dose-only effect; inactive = no such curve, though single readings can be large or run the other way.

no.	SMILES	PI4K2A block	TRHR ag	TrxR1 substrate	rTrxR1 inhibitor	TRHR PAM	USP1 inh	D2 agonist	mIDH1 inhibitor	D2 antagonist
1	CCCSc1ncc(Cl)c(C(=O)Nc2ccc(S(=O)(=O)N3CCCC(C)C3)cc2)n1 (stereo not given)	-2	0.8	9%	20%	-3	-3%	-0.2	.	.
2	CC1(C)CC(CC(=O)NC(=S)Nc2ccc([N+](=O)[O-])cc2)C(=O)O1 (stereo not given)	1	3.0	-3%	-21%	5	-11%	0.2	4%	1
3	Cc1cccn2c(CN(C)CCC3CCCCO3)c(C(=O)N3CCCCC3)nc12 (stereo not given)	-3	1.5	1%[57.1 µM]	12%[57.1 µM]	-3	-7%	1.7	-3%	12
4	COc1cccc(C2c3c(oc4ccc(F)cc4c3=O)C(=O)N2CCCN2CCOCC2)c1 (stereo not given)	-1	0.5	2%[57.1 µM]	-1%[57.1 µM]	-5	-12%	1.1	7%	-3
5	CCOc1ccc(NC(=O)CN(c2ccc(C)cc2)S(=O)(=O)c2c(C)nn(C)c2C)cc1	0	-0.2	-2%	14%	12	-21%	0.1	1%	-2
6	Cc1cc(C)n2cc(CSc3nc4ccccc4[nH]3)nc2n1	-1	-0.3	0%	-5%	1	-11%	-0.7	2%	-15
7	COc1ccc(N(C(=O)c2cnccn2)C(C(=O)NC2CCCCC2)c2ccc(O)cc2)cc1 (stereo not given)	1	-0.1	4%	17%	20	-22%	0.3	-10%	-8
8	COc1cc(S(=O)(=O)N2CCN(C(=O)C3CC3)CC2)ccc1NC(C)=O	0	.	-1%	18%	.	-11%	.	-14%	.
9	Cn1cc([N+](=O)[O-])c(C(=O)Nc2cnn(Cc3ccc(F)cc3)c2)n1	-4	-0.1	2%	5%	23	-18%	0.7	-4%	-3
10	CN(C)c1ccc(-c2nnn(CC(=O)Nc3ccccc3N3CCOCC3)n2)cc1	0	0.2	29%	46%[activator]	12	?	0.9	11%	-29
11	Cc1cc(C)cc(-n2c(SCC(=O)NCC3CCCO3)nc3c([nH]c4ccccc43)c2=O)c1 (stereo not given)	-4	-0.7	1%[57.1 µM]	13%[57.1 µM]	-7	-19%	0.4	-5%	.
12	Cc1ccc(S(=O)(=O)N2CCCC2C(=O)OCc2nc3sc(C)c(C)c3c(=O)[nH]2)cc1 (stereo not given)	-2	0.7	0%	8%	-5	-9%	-2.5	4%	-9
13	CCOc1ccc2c(c1)n(CO)c(=S)n2CO	-2	0.1	-6%	-23%	0	3%	0.0	8%	-22
14	C=CCn1c(=NC(=O)c2cccs2)sc2cccc(OC)c21	3	0.7	59%[activator]	30%	-7	-16%	2.3	7%	26
15	COc1ccccc1Nc1ncc(C(C)=O)c(C)n1	-3	-0.6	-4%	-8%	-9	-13%	-0.6	3%	19
16	COc1ccccc1CNC(=O)c1cc2cc(S(=O)(=O)N3CCCCC3)ccc2n1C	-2	0.0	-1%[57.1 µM]	13%[57.1 µM]	1	-24%	0.4	0%	.
17	CC(=O)Nc1ccc2c(c1)nc(C)n2-c1ccccc1	1	0.6	7%	14%	3	-16%	0.9	13%	6
18	CCOC(=O)c1ccc(NC(=O)CSc2nc(-c3ccc(F)cc3)cc(C(F)(F)F)c2C#N)cc1	1	5.3	3%	1%	-10	-1%	1.9	-13%	.
19	CCCCOc1ccc(/C=N/NC(=S)Nc2cccc(C)c2C)cc1	2	0.1	-14%	-13%	-6	-7%	-0.1	?	7
20	CCCC(=O)NC(c1ccc(Cl)cc1)c1ccc2cccnc2c1O (stereo not given)	6	0.2	-10%	?	1	-19%	0.4	8%	6
21	CCOC(=O)N1CCC(NC(=O)CCc2c(C)nc3c(c(C)nn3C(C)(C)C)c2C)CC1	1	0.5	-2%	5%	1	-12%	0.1	0%	0
22	COC(=O)c1cc(S(=O)(=O)N2CCN(c3ccc(C)cc3C)CC2)cn1C	6	0.4	-2%	29%	13	-11%	0.0	-13%	.
23	CS(=O)(=O)N1CCC(C(=O)NCC2CCCO2)CC1 (stereo not given)	-14	0.1	19%	32%	0	-3%	0.3	6%	11
24	CCN(CC(=O)Nc1ccc2c(c1)OCCO2)C(=O)c1ccc(CS(C)(=O)=O)cc1	0	.	-4%[57.1 µM]	-1%	.	-25%	.	-4%	.
25	Cc1c(C(=O)N2CCC(C)CC2)cccc1[N+](=O)[O-]	3	0.8	6%	6%[57.1 µM]	8	-17%	0.8	-2%	8

Single entries from the results shown:
COc1cc(S(=O)(=O)N2CCN(C(=O)C3CC3)CC2)ccc1NC(C)=O @ mIDH1 inhibitor = -14%
C=CCn1c(=NC(=O)c2cccs2)sc2cccc(OC)c21 @ D2 antagonist = 26
Cn1cc([N+](=O)[O-])c(C(=O)Nc2cnn(Cc3ccc(F)cc3)c2)n1 @ PI4K2A block = -4
COc1ccc(N(C(=O)c2cnccn2)C(C(=O)NC2CCCCC2)c2ccc(O)cc2)cc1 (stereo not given) @ TrxR1 substrate = 4%

3 structures out of the list, ordered by count of non-hydrogen atoms, falling:
no.	SMILES	PI4K2A block	TRHR ag	TrxR1 substrate	rTrxR1 inhibitor	TRHR PAM	USP1 inh	D2 agonist	mIDH1 inhibitor	D2 antagonist
18	CCOC(=O)c1ccc(NC(=O)CSc2nc(-c3ccc(F)cc3)cc(C(F)(F)F)c2C#N)cc1	1	5.3	3%	1%	-10	-1%	1.9	-13%	.
10	CN(C)c1ccc(-c2nnn(CC(=O)Nc3ccccc3N3CCOCC3)n2)cc1	0	0.2	29%	46%[activator]	12	?	0.9	11%	-29
2	CC1(C)CC(CC(=O)NC(=S)Nc2ccc([N+](=O)[O-])cc2)C(=O)O1 (stereo not given)	1	3.0	-3%	-21%	5	-11%	0.2	4%	1

(list continues)
no.	SMILES	PI4K2A block	TRHR ag	TrxR1 substrate	rTrxR1 inhibitor	TRHR PAM	USP1 inh	D2 agonist	mIDH1 inhibitor	D2 antagonist
26	COCCOC(=O)C1=C(C)N=C2SCCC(=O)N2C1c1ccc(C(=O)OC)cc1 (stereo not given)	-15	0.1	-12%	-12%	4	-6%	.	8%	.
27	Cc1ccc(-c2nnc(CSc3nc(C(C)C)nc4sc(C)c(C)c34)o2)cc1	-5	-1.5	-1%	-2%	6	-17%	-1.3	4%	-14
28	O=C(CN1C(=O)c2cccc3cccc1c23)N1CCN(Cc2ccc3c(c2)OCO3)CC1	0	-1.1	8%[57.1 µM]	2%[57.1 µM]	14	-20%	0.7	9%	-24
29	COC(=O)c1ccccc1NC(=O)CSCC(=O)Nc1ccc(F)cc1	-1	0.7	7%[57.1 µM]	13%	6	-10%	.	5%	.
30	COc1ccc(CCNC(=O)CSc2ccccc2)cc1OC	2	0.4	-5%	0%	-10	-8%	0.7	2%	-13
31	Cc1ccc(OCCNC(=O)c2ccc3c(c2)OCO3)cc1	5	-0.4	1%	9%	-2	-8%	-1.2	-10%	-3
32	Cc1ccc(NC(=O)Cn2c(=O)n(-c3ccc(Cl)c(Cl)c3)c(=O)c3c(C)c(C)sc32)c(C)c1	2	0.8	-3%	6%	0	6%	0.1	.	.
33	CCN(CC)S(=O)(=O)c1ccc2c(c1)c(=O)c(C(=O)N1CCN(c3ccc(F)cc3)CC1)cn2C	5	-1.4	6%	20%	1	-6%	0.7	-3%	.
34	CCN(C(=O)C(=O)Nc1ccc2nc3n(c(=O)c2c1)CCCCC3)c1ccc(F)cc1	-20	-1.1	6%	24%	4	-29%	.	0%	.
35	O=C(Nc1ccc(NC(=O)C2CCCCC2)nc1)c1ccccn1	-4	0.9	-1%[57.1 µM]	-3%[57.1 µM]	4	?	-0.9	-2%	-12
36	C=CCSc1nnc(NC(=O)c2ccc(N3CCCC3=O)cc2)s1	5	-0.1	13%	19%	-1	-19%	0.0	-8%	-17
37	Cc1cccc(OCCCc2c(C)n[nH]c2C)c1	3	-0.5	-5%	16%	11	0%	-2.7	0%	-9
38	Cc1cc(C)nc(Nc2n[nH]c(COc3cccc4ccccc34)n2)n1	6	0.0	-10%	-14%	-1	-9%	0.0	5%	0
39	CC(C)c1ccccc1NC(=O)Nc1ccc(F)cc1F	-2	1.1	13%	38%[activator]	-4	-20%	-1.1	14%	-7
40	Cc1ccccc1N(C(=O)c1csnn1)C(C(=O)NC(C)(C)C)c1cccs1 (stereo not given)	1	-0.2	10%[11.4 µM]	14%[11.4 µM]	0	-7%	-0.2	13%	36*
41	COc1ccc(CC(=O)N2CCN=C2SCc2ccc([N+](=O)[O-])cc2)cc1	16	-0.2	-6%	16%	-5	-13%	-1.0	0%	-41
42	NC(=S)NN=C(c1ccc(Br)cc1)C1CC1	7	.	4%[11.4 µM]	0%[11.4 µM]	.	-15%	.	2%	.
43	COc1ccc(C(=O)NCC(=O)OCC(=O)N2CCC(C)CC2)cc1OC	0	0.5	-4%[57.1 µM]	18%[57.1 µM]	-3	-4%	1.5	7%	-6
44	Cc1cc(=O)n2[nH]c(C)cc2n1	-23	0.3	17%[57.1 µM]	19%[57.1 µM]	-2	0%	0.6	9%	-2
45	CCOC(=O)C1CCN(Cc2ccc(-c3ccccc3)cc2)CC1	1	0.5	4%	20%	-5	-22%	7.0	1%	-9
46	CC(=O)Nc1ccccc1-c1nc2ccc(C(=O)N3CCN(c4ccccc4)CC3)cc2[nH]c1=O	8	-0.3	-2%	15%	0	-12%	6.4	-2%	-11
47	O=C(CSc1nnc(Cc2ccccc2)n1-c1cccc(Cl)c1)N1CCOCC1	2	-0.6	9%	21%	-2	-15%	0.2	0%	-8
48	COc1ccc(C)cc1NC(=O)Nc1ccccc1OCc1cc(=O)n2ccccc2n1	-4	-0.2	-3%[57.1 µM]	16%[57.1 µM]	-1	?	0.4	-8%	.

Screening data from PubChem.
